RSV CPE inhibition: RSV antiviral activity via CPE protection, HEp-2 cells, primary 10 µM value included (AID 2391); HEp-2 cells, RSV-induced CPE inhibition; higher % means a stronger effect; hit rate 0.13% among 310,000; CPE inhibition, % at 10 µM, or IC50 in µM where a hit was titrated; in the data active means a potency from the dose series; inconclusive means CPE inhibition mostly from about 23% at the one dose, without a potency; inactive means the rest, 99 in 100 with CPE inhibition below about 21%; further: strong numbers were not always called active
WT yeast gro inh: growth inhibition of WT yeast, mitochondrial fusion screen | hit rate 2.1% among 190,000 | AID 1362 | mitochondrial fusion phenotypic screen, WT strain | inhibition, % at 10 µM; in the data active means inhibition above about 58%; tested in S. cerevisiae
PhoP inhibition: PhoP-dependent GFP reporter repression – Salmonella Typhimurium, primary screen (AID 1863); S. Typhimurium PhoP-regulated promoter GFP reporter, 4 h; higher % means a stronger effect; inhibition, % at 50 µM, or IC50 in µM where a hit was titrated; hit rate 0.16% among 300,000;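 active means inhibition over 29.93%, a cutoff 3 SD above the screen mean, later confirmed by dose response; inconclusive means inhibition over 29.93% but no dose response follow-up; inactive means inhibition at most 29.93% or unconfirmed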;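 further: 0% = low Mg2+ inducing control and 100% = high Mg2+ repressing control; strong numbers were not always called active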
b-catenin transl: alters nuclear translocation of beta-catenin in HeLa cells. immunofluorescence imaging. nuclear translocation activity, % at 5 µM. hit rate 0.3% among 190,000;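 active means nuclear translocation activity above 50% at 5 µM, with a well cell count of 50 or more; inconclusive means wells under 50 cells across six images, flagged as toxic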;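 further: per-cell ratio of nuclear to cytoplasmic median beta-catenin stain intensity; plate controls were DMSO negative control for no effect and GSK-3 inhibitor IX positive control for full effect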
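System: Human HeLa cells, endogenous beta-catenin | Compound dosing: 5 µM primary, 0.02–20 µM confirmation | Timing: 24 h compound exposure at 37°C, 5% CO2 | Measured by: Fluorescence imaging of beta-catenin antibody stain plus DAPI | Read-out basis: % activation of per-cell nuclear versus cytoplasmic median beta-catenin signal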
SV40 large T antigen: TAg ATPase/helicase activity blockers – biochemical (AID 1903); SV40 large T antigen ATPase/helicase inhibition assay; higher % means a stronger effect; inhibition, % at 20 µM; hits with a dose series show IC50 in µM; hit rate 0.39% among 310,000; in the data active means a potency from the dose series; inconclusive means inhibition mostly from about 32% at the one dose, without a potency; inactive means the rest, 99 in 100 with inhibition below about 32%; further: strong numbers were not always called active
T cell HTS: T cell immune modulators affecting CD8 T cell-vesicle binding; 2C CD8+ T cell-vesicle binding, flow cytometry; active compounds read low; calls only at 7 µM; hit rate 0.068% among 330,000;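 active means response, share of CD8 T cells binding vesicles, and their 90th percentile fluorescence all below set limits, cut at about 80% in these data, passing the limit was not always enough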
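Benchmarks: naked versus QL9-loaded vesicles / Assay system: purified 2C TCR transgenic mouse naive CD8+ T cells / Technique: high-throughput flow cytometry with anti-B7-1 and anti-CD8 staining / Timing: Cell–vesicle co-incubation 1.5 h at 37 °C, staining 20 min on ice / Read-out: percent CD8+ FL2 mean versus row control / Probe or stimulus: QL9-loaded Drosophila micro-vesicles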
West Nile antiviral: West Nile virus antiviral activity, cell-based, CPE readout (AID 1621); West Nile virus-infected cells, CPE inhibition; higher % means a stronger effect; CPE inhibition, % at 10 µM; hits with a dose series show IC50 in µM; hit rate 0.02% among 290,000; in the data active means a potency from the dose series; inconclusive means CPE inhibition mostly from about 3.7% at the one dose, without a potency; inactive means the rest, 99 in 100 with CPE inhibition below about 2.2%; further: strong numbers were not always called active
Myeloid diff MLP: promotes myeloid progenitor differentiation | ER-HoxA9 myeloid progenitors, lysozyme-GFP differentiation, flow cytometry | calls only at 10 µM | hit rate 1% among 360,000;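 active means normalized GFP-positive differentiation at or above the plate's own cutoff, the solvent-only control mean plus 3 SD; inconclusive means no clear call, values can overlap the other calls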;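 further: cells exposed to compound for four days before flow analysis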
MgcRacGAP inhibition: MgcRacGAP GTPase-activating activity inhibitors, confirmation, biochemical, ADP Hunter fluorescence | inhibition, % at 30 µM; hits with a dose series show IC50 in µM | MgcRacGAP-stimulated Rac1 GTP hydrolysis, ADP Hunter fluorescence; higher % means a stronger effect; GST-tagged Rac1 F28L mutant substrate | hit rate 0.6% among 340,000;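 active means first-screen hits whose inhibition reached a set limit at any dose in the follow-up dose series; inconclusive means inhibition above the set first-screen limit but never retested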;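 further: fluorescence reports GDP produced by GAP-driven GTP hydrolysis; strong numbers were not always called active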
WT yeast gro inh mutant strain: recorded beside WT yeast gro inh, whose call it bears; inhibition, %; mitochondrial fusion phenotypic screen, mutant strain inhibition
b-catenin transl cell count 5 µM: further read-out of b-catenin transl, marked with its call; cell count; measured here: cell count, cytotoxicity flag
T cell HTS vesicle-bound %: second read-out of T cell HTS, no call of its own (marks repeat the call); double positive events, %; measured here: CD8+ vesicle-bound cell fraction;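 binding gate set so that unloaded-vesicle control wells show 10% double positive cells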
Myeloid diff MLP GFP+ MAC1+ %: second read-out of Myeloid diff MLP, no call of its own (marks repeat the call); GFP+ MAC1+ double positive, %; measured here: differentiation confirmed by MAC1 staining
The depositor's hits bear a star; i = inactive; ? = inconclusive; · = not tested or not shown; + = active, no number.

Below each SMILES – RSV CPE inhibition | WT yeast gro inh | WT yeast gro inh mutant strain | PhoP inhibition | b-catenin transl | b-catenin transl cell count 5 µM | SV40 large T antigen | T cell HTS | T cell HTS vesicle-bound % | West Nile antiviral | Myeloid diff MLP | Myeloid diff MLP GFP+ MAC1+ % | MgcRacGAP inhibition
NC1=NN=C(N2N=C(c3ccccc3)CC2(O)C(F)(F)F)n2ncnc2C1 (centres undefined)
    1.7% | 4 | 4 | 3% | -0.1 | 1531 | 9% | i | 55 | 0.1% | i | 0.2 | -33%
CCc1ccccc1NC(=O)c1ccc(F)c(S(=O)(=O)N2CCC(C(N)=O)CC2)c1
    1.1% | -5 | -13 | 7% | -0.7 | 1422 | 14% | i | 12 | -0.1% | i | 5.0 | 6%
Cc1ccc(NC2CCCN(C(=O)Cc3nonc3C)C2)cc1C (centres undefined)
    -0.7% | · | · | -2% | · | · | -1% | i | 35 | 0.0% | ? | · | 6%
CCc1noc(N)c1C(=O)Nc1ccc(F)c(Cl)c1
    2.4% | 12 | 18 | -3% | 3.4 | 1340 | 18% | i | 34 | -0.4% | i | 2.2 | 5%
Cc1nc(NCCc2ccc(O)cc2)c2nnn(Cc3ccccc3)c2n1
    12% | · | · | -1% | · | · | 3% | i | 38 | -2.3% | i | 0.7 | 29%
Cc1ccc(NC(=O)C2CC(=O)N(CCc3ccccc3)C2)c(C)c1 (centres undefined)
    0.1% | 6 | 3 | -1% | -1.2 | 1066 | 28% | i | 46 | -0.5% | i | 0.3 | 10%
O=C(NCc1ccc2c(c1)OCO2)C1CC(=O)N(c2ccc(O)cc2)C1 (centres undefined)
    0.0% | 6 | 4 | 2% | -0.1 | 1079 | ? | i | 30 | 0.1% | i | 0.0 | ?
CCN(CC)CCN1C(=O)C(O)=C(C(=O)c2cc3cccc(OC)c3o2)C1c1cccs1 (centres undefined)
    1.3% | · | · | 2% | -3.6 | 1160 | 9% | i | 57 | 0.0% | · | · | ·
CCCN(Cc1nnc(-c2cccs2)o1)C(=O)c1cccc(S(=O)(=O)N2CCOCC2)c1
    0.6% | · | · | · | · | · | · | i | 40 | · | i | 1.1 | 5%
CCOc1ccccc1C(=O)NC(C(=O)NCc1ccc(F)cc1)C(C)C (centres undefined)
    -0.3% | -1 | -4 | -5% | 1.1 | 1079 | 7% | i | 39 | -0.6% | i | 1.8 | 0%
COc1ccc(/C=C/C(=O)NCc2cccnc2)cc1
    4.6% | 3 | 0 | 9% | 0.4 | 1113 | 5% | i | 21 | -0.3% | i | 0.4 | 4%
O=C(CC1C(=O)NCCN1Cc1ccccc1)NCCC1=CCCCC1 (centres undefined)
    -0.5% | · | · | -7% | · | · | 16% | i | 26 | 0.3% | i | 0.0 | 11%
Cc1ccc(OCCC(=O)N(Cc2ccccc2)c2c(N)n(Cc3ccccc3)c(=O)[nH]c2=O)cc1
    -3.3% | · | · | 8% | · | · | 12% | i | 48 | · | · | · | 11%
CC(=O)NCCc1nc2ccccc2n1Cc1cc(C)ccc1C
    0.7% | · | · | -6% | 0.8 | 1226 | 16% | i | 19 | -0.5% | i | 0.3 | 10%
COc1ccc(NC(=O)CN2C(=O)NC3(CCCC3)C2=O)cc1
    1.6% | · | · | -5% | · | · | 9% | i | 22 | 0.1% | · | · | 4%
CC(=O)c1ccc(OCC(O)CNCc2ccc3c(c2)OCO3)cc1 (centres undefined)
    · | · | · | -13% | -0.3 | 1233 | -4% | i | 19 | -0.4% | i | 0.7 | 3%
O=C(COc1ccc2ccccc2c1)N1CCN(C(=O)c2ccco2)CC1
    1.6% | 1 | -4 | -4% | -0.6 | 1050 | 2% | i | 35 | -0.4% | i | 0.8 | -4%
O=C(COC(=O)c1ccc2ccccc2c1O)NCc1ccccc1
    0.0% | · | · | · | · | · | · | i | 39 | · | i | 0.7 | 2%
O=S(=O)(Nc1nc2ccccc2s1)c1ccc(Br)s1
    7.4% | 2 | -5 | -23% | · | · | 12% | i | 36 | -0.3% | + | 5.9* | 4%
CSc1nsc(SC)c1C(=O)NCCNS(=O)(=O)c1ccc(C)cc1
    0.6% | 0 | 7 | -8% | · | · | 6% | i | 39 | -0.1% | i | 0.6 | 13%
CNS(=O)(=O)c1cccc(C(=O)OCCCOC(=O)c2cccc(S(=O)(=O)NC)c2)c1
    1.3% | · | · | -2% | · | · | 2% | i | 8 | -0.6% | i | 1.3 | 5%
COc1ccc(C)cc1NC(=O)Nc1cnccn1
    22% | 5 | 9 | 5% | 0.6 | 1300 | 6% | i | 52 | -0.9% | i | 0.0 | 8%
CCOc1cc(N2CCOCC2)c(OCC)cc1NC(=O)CSc1cccc[n+]1[O-]
    -0.5% | -11 | -5 | 4% | 0.1 | 1037 | 11% | i | 21 | 0.2% | i | 0.8 | 12%
Cc1cc(-c2nnc(-c3cccc(C(F)(F)F)c3)o2)no1
    0.7% | · | · | -5% | 9.0 | 957 | 10% | i | 14 | -0.3% | i | 0.3 | 3%
c1ccc(Oc2nc(Oc3ccccc3)nc(N3CCOCC3)n2)cc1
    0.2% | -4 | -11 | 14% | -2.9 | 1144 | -5% | i | 49 | 0.0% | i | 1.4 | 9%
COc1ccc(NS(=O)(=O)c2ccc(NC(C)=O)cc2)nn1
    0.1% | · | · | · | · | · | 7% | i | 32 | · | i | 0.7 | ·
Cc1cccc(-c2noc(CNC(=O)Nc3ccc(F)cc3)n2)c1
    4.7% | 13 | 2 | 7% | -1.6 | 982 | 4% | i | 57 | -0.6% | i | 0.1 | 2%
COc1ccc(CCNC(=O)c2ccc(NS(=O)(=O)c3ccc4[nH]c(=O)[nH]c4c3)cc2)cc1OC
    0.7% | · | · | -3% | · | · | 4% | i | 54 | 0.1% | i | 0.8 | 9%
O=C(CSc1nc(C2CC2)nc2ccccc12)N1CCCCC1
    0.5% | · | · | -12% | · | · | 9% | i | 51 | 1.8% | i | 0.4 | 6%
CCOC(=O)C1=C(C)NC2=C(C(=O)OC2)C1c1ccccc1 (centres undefined)
    0.1% | -13 | -9 | 6% | 81* | 482* | 6% | i | 30 | -0.9% | i | 0.6 | 10%
O=C(c1ccc2[nH]c(=O)c(=O)[nH]c2c1)N1CCc2ccccc21
    2.0% | · | · | -6% | · | · | 4% | i | 51 | 0.3% | i | 4.5 | 7%
CCOC(=O)c1c(C)[nH]c(C(=O)NNC(=O)c2ccccc2)c1C
    -1.4% | -4 | 1 | -4% | 1.0 | 1278 | 9% | i | 38 | 1.3% | i | 3.0 | 7%
COc1ccc(N2CCN(S(=O)(=O)c3ccc4c(c3)N(C(C)=O)CCO4)CC2)cc1
    11% | · | · | -8% | · | · | 17% | i | 8 | -1.2% | i | 1.0 | 5%
COc1ccccc1C(=O)NNC(=O)c1ccc(Br)cc1
    4.3% | · | · | -5% | · | · | 2% | i | 58 | -0.3% | i | 0.6 | 15%
CC(C)c1nnc(NC(=O)CCC2CCCCC2)s1
    1.8% | · | · | -4% | · | · | 0% | i | 59 | -0.6% | i | 0.4 | 3%
COc1ccc(NC(=O)C2CC(=O)N(Cc3ccco3)C2)cc1Cl (centres undefined)
    1.9% | · | · | · | · | · | · | i | 57 | · | i | 0.7 | -2%
N#Cc1ccsc1NC(=O)C1=COCCO1
    1.2% | · | · | · | · | · | · | i | 36 | · | i | 0.4 | 10%
Cn1cnc([N+](=O)[O-])c1Sc1ccc(C(C)(C)C)cc1
    2.2% | · | · | 9% | 0.9 | 1301 | 13% | i | 17 | ? | i | 0.0 | ·
C=CCOc1ccc(/C=N\NC(N)=S)cc1
    -0.2% | 0 | 15 | 7% | 4.8 | 1112 | 13% | i | 21 | -0.1% | i | 0.1 | 7%
O=C(CN1CCN(S(=O)(=O)c2ccc(F)cc2)CC1)c1ccc(O)c(O)c1
    0.2% | -13 | -5 | 11% | -0.3 | 1058 | 6.5µM* | i | 39 | 0.7% | i | 0.4 | 2%
COc1ccc(Cc2nc3ccc(C(=O)NCCc4ccccn4)cc3o2)cc1OC
    -0.2% | · | · | -9% | · | · | 17% | i | 25 | 0.7% | i | 1.2 | 10%
O=C1CCc2cc(NS(=O)(=O)c3ccccc3)cc3c2N1CCC3
    -3.1% | · | · | 3% | · | · | 11% | i | 37 | · | i | 0.3 | 8%
Cn1cc(C(=O)N/N=C/c2ccc(Br)c([N+](=O)[O-])c2)c2ccccc21
    8.2% | · | · | -6% | 2.7 | 1340 | 7% | i | 36 | 0.1% | i | 0.6 | ·
O=C(ONC1=NCCCCC1)c1c(F)cccc1F
    0.4% | -6 | 5 | 2% | 0.9 | 1045 | 4% | i | 6 | 0.0% | i | 0.5 | -2%
CC1C/C(=N/Nc2nc3ccccc3[nH]2)CC(C)(C)C1 (centres undefined)
    2.4% | 13 | 26 | 0% | -1.0 | 1023 | 10% | i | 56 | -1.8% | i | 0.3 | 17%
Cc1ccccc1-c1nnc(-c2ccccc2)o1
    5.2% | 17 | 1 | -2% | -4.6 | 1018 | 2% | i | 52 | 0.0% | i | 0.6 | 14%
O=C(CSc1nc2[nH]ncc2c(=O)[nH]1)Nc1ccccc1
    0.3% | 7 | -3 | -3% | -1.8 | 1090 | 9% | i | 70 | 0.1% | i | 0.2 | 9%
N#Cc1c(-c2ccccc2F)cc(C2CC2)nc1SCC(=O)c1cccs1
    4.1% | -10 | -7 | 2% | -2.9 | 1093 | 0% | i | 28 | -0.1% | + | 1.0* | 10%
Nc1cccc2c(O)cccc12
    · | · | · | · | · | · | ? | i | 47 | · | + | 0.9* | ?
CCOP(=O)(c1ccccc1)C(O)c1ccc(F)cc1 (centres undefined)
    2.0% | -11 | -5 | 14% | -0.7 | 969 | 6% | i | 51 | -0.1% | i | 0.4 | 6%

Assay outcomes (PubChem BioAssay)
